Screening data deposited in PubChem BioAssay by National Center for Advancing Translational Sciences (NCATS).
TSG101-PTAP inh: blocks PTAP/TSG101 interaction to inhibit HIV-1 budding | Q99816 | Fluorescence polarization, FITC-PTAP peptide / Tsg101 binding | Potency, µM (top dose mostly 115 µM), for the others: at the top dose activity change, negative = inhibition, hits mostly inhibitors | 340,000 tested, under 10 active; active = well fitted inhibition curve with a large enough effect in the main read-out, with a control signal flat, not every such curve was filed as active; inconclusive = small, poorly fitted or top-dose-only effect, or effect the other way, or a change in a side signal; inactive = no such curve, though single readings can be large or run the other way; also: potency is read from the fitted curve at half-maximal effect; % of control where 0% means no effect
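Fluorescence polarization binding of Tsg101 binding domain (10 uM final) to FITC-labeled PTAP peptide (50 nM final) in HEPES pH 7.5 buffer with NaCl, Tween 20, EDTA, TCEP. Compounds added before peptide; binding 20 min at RT.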
A-T KAP1 phos: potential ataxia-telangiectasia treatment. […] A-T fibroblasts, KAP-1 phosphorylation AlphaLISA; neocarzinostatin DNA damage 30 min before lysis. Potency, µM (titrated, usually from 57.5 µM), without a hit: at the highest dose activation, hits mostly activators. actives 0.19% (n = 320,000); also: potency is read from the fitted curve at half-maximal effect; % of control where 0% means no effect; nearly all actives have a fitted effect of over 45% in size
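ATM-like activity read as KAP-1 phosphorylation via AlphaLISA donor/acceptor antibody pairs after lysis and 6 hr at 25C. Cells were ATM-null patient fibroblasts ([…], hTERT), dosed 60 min, then exposed to the DSB inducer NCS for 30 min.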
TCR act: activators of T cell receptors | 330,000 tested, under 10 active | AID 504894 | primary human leukocytes, anti-CD3, IL-2 HTRF, 48 h | Potency, µM (titrated, usually from 9.22 µM), without a hit: top-dose activation of IL-2 secretion, usual class: activators; also: % of control where 0% means no effect
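Primary human leukocytes were stimulated with a-CD3 beads plus compounds for 48 hr without co-stimulation; secreted IL-2 was quantified by HTRF using a-IL-2-K (europium cryptate) and a-IL-2-d2, excited at 320nm with acceptor emission read at 665nm.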
p53 reactivator: restores transcriptional activity of mutant p53; H1299 p53-A138V BP100-luciferase reporter, luminescence, 24 h; Potency, µM (top dose mostly 92.2 µM), inactives show at the highest dose activity change, positive = activation, usual class: activators; actives 0.063% (n = 320,000); AID 504706; also: potency is read from the fitted curve at half-maximal effect; % of control where 0% means no effect; nearly all actives have a fitted effect of over 45% in size
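p53-null H1299 cells stably carrying temperature-sensitive p53-A138V and a BP100-luciferase reporter were pinned with compounds (4-point, 1:5 series) and held 24 hrs at 37 deg C. Luminescence was read 10 min after detection reagent.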
CXXC DNA block: inhibitors of human MLL CXXC domain-DNA interaction; MLL-CXXC / FITC-HOXA9 DNA fluorescence polarization; Potency, µM (highest dose often 115 µM), for inactives: at the top dose activity change, negative = inhibition, most hits filed as inhibitors; actives 0.037% (n = 290,000); AID 2662; active = well fitted inhibition curve with a large enough effect in the polarisation, with a control signal flat, not every such curve was filed as active; inconclusive = small, poorly fitted or top-dose-only effect, or effect the other way, or a change in a side signal; inactive = no such curve, though single readings can be large or run the other way; the % refers to the polarisation; also: potency is read from the fitted curve at half-maximal effect
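Steps: dispense CXXC domain solution (7 uM) → pin compounds or unlabeled HOX-A9 DNA control → 5 min ambient → add FLSN-HOX-A9 solution (50 nM) → spin → 30 min ambient → fluorescence polarization. Tris pH 7.5/NaCl/DTT/BSA buffer.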
TRPV1 agonist: human TRPV1 agonism; actives 0.19% (n = 320,000); activation, % at 8.33 µM; TRPV1-expressing cells, Fluo-8 calcium influx, agonist mode; AID 540275; in the data active = activation above about 80%; inconclusive = between about 30% and that limit; also: 0% is about no effect
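Cells expressing TRPV1 were dye-loaded with Fluo-8 and read kinetically: 10 s baseline, 3 min after compound (agonist portion), then 2 min after EC20 capsaicin (allosteric enhancer portion). Calcium-bound dye fluorescence at 480/520 nm.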
ELG1 DNA repair: ELG1-dependent DNA repair inhibition; HEK293T ELG1-luciferase reporter, luminescence, 16 h; DNA damage induced by 5-fluorouridine; Potency, µM (highest dose often 46.1 µM), for the others: at the top dose activity change, negative = inhibition, usual class: inhibitors; actives 2.3% (n = 330,000); also: potency is read from the fitted curve at half-maximal effect; % is scaled to controls: 0 for no effect and ±100 for the full control effect; nearly all actives have a fitted effect of over 55% in size
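Reporter activity after DNA damage by 5-fluorouridine is monitored. Compound-treated cells incubate 16 hr at 37 °C, then ONE-Glo is added for 30 min before luminescence reading.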
BRCA1 expr act: increases BRCA1 expression; MCF7-BRCA1-FFLuc reporter, luminescence, 48 h; response scale: scaled: vehicle 0%, 10 µM genistein 100%; Potency, µM (highest dose often 46.1 µM), for inactives: top-dose activation, actives largely listed as activators; actives 1.1% (n = 380,000); AID 624202; also: potency is read from the fitted curve at half-maximal effect; nearly all actives have a fitted effect of over 80% in size; some results filed as inactive show a strong effect at the top dose
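Using MCF7 cells harboring a BRCA1 firefly luciferase reporter, plated 2 h before compound pinning, the screen measured luminescence after 48 h incubation. Responses were normalized to DMSO and 10 microM genistein, then fitted for concentration-effect.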
B2AR arrestin: agonists driving beta-arrestin recruitment to human beta2-adrenergic receptor; beta-arrestin recruitment to beta2AR, cell-based reporter; Potency, µM (doses to about 46.1 µM), for inactives: at the highest dose activation, most hits filed as activators; actives 0.02% (n = 330,000); AID 492947;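 also: potency is read from the fitted curve at half-maximal effect; 0% = DMSO controls and full agonism = EC100 isoproterenol or metaproterenol; nearly all actives have a fitted effect of over 65% in size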
Integrin act MD: activates integrin-mediated alleviation for muscular dystrophy. alpha7betagal myoblasts, beta-gal FDG fluorescence, 48 h. Potency, µM (titrated, usually from 38.3 µM), inactives show at the top dose activation, hits mostly activators. actives 0.064% (n = 350,000);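 also: potency is read from the fitted curve at half-maximal effect; 100% = response of the positive control SU9516; nearly all actives have a fitted effect of over 60% in size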
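Alpha7betagal+/- myoblasts (passage 13) were plated 16-24 hr, then exposed to compounds (1:260 dilution of DMSO stock) for 48 hours at 37C. After MPER lysis, β-galactosidase reporter activity was read as FDG fluorescence (ex 480/em 540) after 30 minutes.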
An asterisk follows results filed as active; ? = inconclusive; . = not tested or not shown; & = joins results of further samples; [ ] = another dose, or the depositor's remark. Unless noted, calls follow the shape of the dose curve; as a rule, active = well fitted curve in the direction sought with a large enough effect; inconclusive = small, poorly fitted or top-dose-only effect, or another doubt; inactive = no such curve, though single readings can be large; an effect the other way counts as inactive or inconclusive.

SMILES	TSG101-PTAP inh	A-T KAP1 phos	TCR act	p53 reactivator	CXXC DNA block	TRPV1 agonist	ELG1 DNA repair	BRCA1 expr act	B2AR arrestin	Integrin act MD
C[C@@H](OC(=O)c1[nH]cnc1C(=O)N1CCc2ccccc2C1)c1ccccc1	1%	-2%	0%	-2%	.	.	-3%	-5%	7.0%	12%
COc1ccc(-n2nc(C(=O)NCC(=O)Nc3cccc(Cl)c3)c3ccccc3c2=O)cc1OC	-1%	9%	5%	3%	7%	-2	?	-17%	-0.2%	0%
CC(C)(C)c1ccc(C(=O)N2CCCN(C(=O)c3ccc(C(C)(C)C)cc3)CC2)cc1	-4%	-1%	4%[46.1 µM]	3%	9%	5	10%	-17%	-0.8%	6%
Cc1ccc(CSc2nnc(-c3ccco3)n2N)cc1	-6%	-4%	13%	7%	2%	2	16%	28%	0.2%	-1%
CCOc1ccccc1C1CC(c2cccc(NS(C)(=O)=O)c2)=NN1C(=O)c1ccccc1 (stereo not given)	2%	-4%	1%[46.1 µM]	2%	1%	-2	?	-22%	3.2%	7%
CCCN(CC(=O)Nc1ccccc1OC)C(=O)c1ccc(S(=O)(=O)NCc2ccco2)cc1	0%	1%	-2%	-4%	.	2	-10%	-19%	-3.7%	-1%
COc1ccc(C(=O)Nc2nnc(C3=COCCO3)o2)cc1OC	-1%	6%	-13%	-10%	-2%	-1	4%	19%	-0.8%	8%
COc1cc(Cl)c(C)cc1NC(=O)COC(=O)c1cc[n+]([O-])cc1	-1%	9%	0%	-3%	10%	0	19%	1%	-0.1%	-9%
CC(C)Cc1ccc(S(=O)(=O)Nc2cccnc2)cc1	-5%	7%	2%	.	-1%	7	-2%	-28%	-1.1%	11%
Cc1ccnc(NC(=O)CCCOc2cc(=O)n(C)c3ccccc23)c1	-3%	9%	0%	?	-18%	-2	?	-56%&-105%	0.1%	-63%[inhibitor]

Compounds shown so far that contain a carbonyl joined to an NH by a bond outside any ring, in the order listed:
SMILES	TSG101-PTAP inh	A-T KAP1 phos	TCR act	p53 reactivator	CXXC DNA block	TRPV1 agonist	ELG1 DNA repair	BRCA1 expr act	B2AR arrestin	Integrin act MD
COc1ccc(-n2nc(C(=O)NCC(=O)Nc3cccc(Cl)c3)c3ccccc3c2=O)cc1OC	-1%	9%	5%	3%	7%	-2	?	-17%	-0.2%	0%
CCCN(CC(=O)Nc1ccccc1OC)C(=O)c1ccc(S(=O)(=O)NCc2ccco2)cc1	0%	1%	-2%	-4%	.	2	-10%	-19%	-3.7%	-1%
COc1ccc(C(=O)Nc2nnc(C3=COCCO3)o2)cc1OC	-1%	6%	-13%	-10%	-2%	-1	4%	19%	-0.8%	8%
COc1cc(Cl)c(C)cc1NC(=O)COC(=O)c1cc[n+]([O-])cc1	-1%	9%	0%	-3%	10%	0	19%	1%	-0.1%	-9%
Cc1ccnc(NC(=O)CCCOc2cc(=O)n(C)c3ccccc23)c1	-3%	9%	0%	?	-18%	-2	?	-56%&-105%	0.1%	-63%[inhibitor]

Continuation.
SMILES	TSG101-PTAP inh	A-T KAP1 phos	TCR act	p53 reactivator	CXXC DNA block	TRPV1 agonist	ELG1 DNA repair	BRCA1 expr act	B2AR arrestin	Integrin act MD
COc1cc(OC)cc(C(=O)NC2CCCCCCC2)c1	-3%	-8%	-5%	-5%	-9%	?	-8%	-2%	-0.3%	-20%
Cc1ccc(Nc2c3c(nc4ncnn24)CCC3)cc1	-2%	.	3%	-3%	-14%	-12	13%	0%	-0.5%	-10%
Cc1cccc(/C=C2\Sc3ccc(C(=O)N4CCC(C)CC4)cc3N(C)C2=O)c1	0%	6%	6%	-3%	2%	3	-13%	-10%	0.3%	-18%
COc1cccc(NC(=O)[C@@H]2CCCN2S(=O)(=O)c2cccc3cccnc23)c1	-1%	3%	1%	-15%	.	0	-2%	15%	0.2%	16%
COc1cc2ccccc2cc1C(=O)Nc1ccccc1N1CCCC1	-1%	4%	-3%	-1%	.	30	-6%	-46%	0.4%	-25%
COCC1CCN(Cc2cn(C)nc2-c2cccc(Cl)c2)C1 (stereo not given)	-1%	-2%	-5%	-2%	-2%	-1	3%	-22%	-0.1%	-1%
COc1cccc(-c2nc(CS(=O)CC(=O)NCc3ccc4c(c3)OCO4)c(C)o2)c1 (stereo not given)	-3%	2%	-5%	-2%	-1%	13	-27%	2%	0.2%	-14%
COc1ccc(CNC(=O)OCc2nccnc2C(=O)Nc2ccc(Br)cn2)cc1	-3%	0%	1%	10%	10%	-4	?	10%	0.5%	3%
O=c1onc(-c2c(F)cccc2F)n1-c1ccccc1Cl	-1%	14%	5%	-4%	-8%	-1	-20%	6%	-1.1%	-2%
CNC(=O)c1ccc(Nc2nnc(C)c3ccccc23)cc1	-3%	4%	6%[46.1 µM]	-3%	7%	-5	5%	27%	-0.1%	18%
CC(=O)C1=NN(c2ccccc2)C2(S1)S/C(=C\c1ccccc1)C(=O)N2c1ccccc1 (stereo not given)	-1%	-3%	-1%	-2%	12%	16	-5%	-37%	-0.3%	1%
O=S(CCc1ccncc1)Cc1ccccc1 (stereo not given)	-11%	0%	5%	1%	8%	-2	7%	-17%	-0.3%	14%
CC(C)CC(=O)N[C@H](C(=O)N[C@H](C(=O)N[C@@H](CC(C)C)[C@@H](O)CC(=O)N[C@@H](C)C(=O)N[C@@H](CC(C)C)[C@@H](O)CC(=O)O)C(C)C)C(C)C	-3%	-1%&1%	-9%	11%&1%	1%	3	19%&8%	12%	-0.6%&-0.4%	.
CCOC(=O)N1CCN(C(=O)c2c(O)c3cccc4c3n(c2=O)CC4)CC1	-2%	1%	3%	2%	-3%	-1	5%	-4%	0.0%	-6%
Cc1ccc(NS(=O)(=O)c2ccc(CCC(=O)NCc3ccccn3)cc2)cc1	-2%	0%	-6%	-4%	-2%	-1	5%	-12%	-0.1%	16%
COc1ccccc1CCc1nnc(CCC(=O)NCC(C)Oc2cccnc2)o1 (stereo not given)	-3%	5%	-1%	-1%	-13%	1	5%	2%	-0.6%	2%
CN(C)c1ccc(NC(=O)CCN2CCN(c3ccccn3)CC2)cc1	1%	1%	-4%	4%	8%	3	8%	-5%	-0.9%	-1%
O=C(COC(=O)CCc1nc2ccccc2s1)NC(=O)NCc1ccco1	-10%	8%	-79%	19%	?	-4	19%	3%	0.3%	4%
c1ccc(CSc2nc3ncccn3n2)cc1	-5%	-4%	0%	?	.	1	?	2.5µM*	0.0%	45%
COC(=O)c1ccccc1S(=O)(=O)N1CCC(C(=O)NC2CCCCC2)CC1	-10%	10%	-3%	-2%	.	-2	10%	0%	4.7%	-28%

Entries of single compounds, quoted from the list:
`CC(=O)C1=NN(c2ccccc2)C2(S1)S/C(=C\c1ccccc1)C(=O)N2c1ccccc1` (stereo not given) is listed as TSG101-PTAP inh: -1%; A-T KAP1 phos: -3%; TCR act: -1%; p53 reactivator: -2%; CXXC DNA block: 12%; TRPV1 agonist: 16; ELG1 DNA repair: -5%; BRCA1 expr act: -37%; B2AR arrestin: -0.3%; Integrin act MD: 1%
`CN(C)c1ccc(NC(=O)CCN2CCN(c3ccccn3)CC2)cc1` is listed as TSG101-PTAP inh: 1%; A-T KAP1 phos: 1%; TCR act: -4%; p53 reactivator: 4%; CXXC DNA block: 8%; TRPV1 agonist: 3; ELG1 DNA repair: 8%; BRCA1 expr act: -5%; B2AR arrestin: -0.9%; Integrin act MD: -1%

The listing continues.
SMILES	TSG101-PTAP inh	A-T KAP1 phos	TCR act	p53 reactivator	CXXC DNA block	TRPV1 agonist	ELG1 DNA repair	BRCA1 expr act	B2AR arrestin	Integrin act MD
O=C(N/N=C/c1ccc([N+](=O)[O-])s1)c1ccncc1	-1%	-5%	-1%[46.1 µM]	-50%[inhibitor]	0%	15	?	-109%[inhibitor]	0.2%	-62%[inhibitor]
O=C(Nc1ccc(O)cc1)c1c(O)c2c([nH]c1=O)CCCC2	-5%	-14%	-2%	7%	2%	0	?	?	0.3%	19%
Cc1nnc(SCc2nc3ccccc3s2)n1-c1ccccc1	-1%	-2%	1%[46.1 µM]	?	4%	1	?	0%	0.5%	16%
O=C(NC1CCCC1)C(c1ccccc1)N(C(=O)c1ccno1)c1cccnc1 (stereo not given)	-4%	4%	4%	-5%	-8%	0	1%	0%	0.2%	8%
CCC(=O)N(CCc1ccccc1)Cc1cc2ccc(OC)cc2[nH]c1=O	-1%	27%	1%	-3%	-6%	-2	?	-36%	-1.0%	-23%
CN(C)CC(O)COC(c1ccccc1)c1ccccc1 (stereo not given)	-1%	13%	-4%	-5%	-2%	5	5%	-3%	-1.0%	14%
CN(C)c1ccc(C(=O)NCC(c2cccs2)N2CCOCC2)cc1[N+](=O)[O-] (stereo not given)	-3%	3%	0%	-3%	.	1	6%	40%	0.2%	-10%

No enrichment for hits, and some 3.8% of all compounds hit somewhere here.
